KLK5 inh – blocks human kallikrein 5 protease activity. Q9Y337. recombinant hK5, fluorogenic AMC substrate cleavage. inhibition, % at 5 µM. 210,000 tested, 0.59% active. AID 873;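 active = inhibition of 40% or more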;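 note: 0% = enzyme controls without compound and 100% = no-enzyme blanks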
Target sequence (Q9Y337 67-293 limits assumed): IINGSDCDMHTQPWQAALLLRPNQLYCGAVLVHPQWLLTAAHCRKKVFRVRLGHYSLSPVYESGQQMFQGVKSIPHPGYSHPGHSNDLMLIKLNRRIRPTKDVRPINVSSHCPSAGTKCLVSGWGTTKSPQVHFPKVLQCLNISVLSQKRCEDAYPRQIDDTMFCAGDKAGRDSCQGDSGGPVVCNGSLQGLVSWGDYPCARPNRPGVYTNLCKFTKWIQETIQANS
PERK inhibitor – inhibitors of human PERK kinase; CHO PERK-DD fusion, SEAP luminescence translation reporter; AID 1416; Q9NZJ5; inhibition, % at 5.6 µM; 220,000 tested, 0.17% active;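 active = inhibition above the mean inhibition of all tested compounds plus 3 SD, set separately per screening campaign, cut at about 2.9% in these data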;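 note: PERK kinase domain activated by AP20187 dimerizer at 100 nM; 0% = DMSO with dimerizer and 100% = rapamycin at 8.4 µM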
FXIa inh 1536 – factor XIa (human) inhibition | P03951 | purified FXIa, Boc-Glu-Ala-Arg-AMC fluorogenic substrate | inhibition, % at 5 µM | 220,000 tested, 0.14% active | AID 798;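 active = inhibition of at least 40%; inactive = inhibition below 40%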;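 note: fluorescence of freed AMC excited at 355 nm; 0% = enzyme without compound and 100% = no enzyme blank; many of its hits are not listed in these tables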
Wee1 degr inh – inhibitors of human Wee1 degradation. P30291. HeLa Luc-Wee1K328M stability, luciferase luminescence; 100% = proteasome inhibitor MG132 effect. reporter increase, % at 5 µM. 220,000 tested, 1.2% active. AID 1321;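 active = activation above the mean of all tested compounds plus 3 SD, set per screening run, cut at about 8.8% in these data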;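 note: cells exposed to compound for 20 h before luminescence read; 0% = DMSO alone and 100% = MG132 at 30 µM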
Furin inhibitor – inhibitors of human furin. purified furin, fluorogenic substrate cleavage. inhibition, % at 30 µM. 220,000 tested, 0.061% active. AID 463115; in the data active = inhibition above about 25%; note: inactives centre near -15
Target sequence (P09958 108-714 limits assumed): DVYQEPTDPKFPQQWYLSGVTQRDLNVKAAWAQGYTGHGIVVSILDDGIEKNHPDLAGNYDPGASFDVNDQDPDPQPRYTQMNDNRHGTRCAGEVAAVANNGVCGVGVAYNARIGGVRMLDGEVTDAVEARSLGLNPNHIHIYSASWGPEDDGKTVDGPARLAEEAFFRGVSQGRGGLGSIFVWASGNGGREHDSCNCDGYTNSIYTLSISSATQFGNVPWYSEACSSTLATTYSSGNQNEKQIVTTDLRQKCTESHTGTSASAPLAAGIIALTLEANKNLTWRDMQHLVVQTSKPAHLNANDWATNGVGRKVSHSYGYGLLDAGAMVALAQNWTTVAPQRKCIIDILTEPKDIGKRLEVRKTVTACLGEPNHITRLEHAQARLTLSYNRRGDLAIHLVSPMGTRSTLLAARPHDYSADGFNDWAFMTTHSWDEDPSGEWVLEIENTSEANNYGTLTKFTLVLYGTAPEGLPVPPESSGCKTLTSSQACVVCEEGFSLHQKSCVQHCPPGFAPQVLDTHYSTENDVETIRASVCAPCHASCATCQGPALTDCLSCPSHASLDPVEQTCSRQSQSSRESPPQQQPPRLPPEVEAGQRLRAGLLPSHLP
p97 ATPase inh – human p97 ATPase inhibition; recombinant p97 ATPase, Kinase-Glo ATP luminescence, 3 h; inhibition, % at 8 µM; 220,000 tested, 0.42% active; in the data active = inhibition above about 15%;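 note: 0% = DMSO vehicle and 100% = wells lacking enzyme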
FXIIa inh 1536 – inhibitors of human coagulation factor XIIa; P00748; purified FXIIa, Boc-QGR-AMC fluorogenic substrate, 2 h; inhibition, % at 5 µM; 220,000 tested, 0.3% active; in the data active = inhibition above about 40%;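 note: 0% = enzyme with no compound and 100% = blank without enzyme; many of its hits are not listed in these tables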
Thrombin inh – inhibitors of human thrombin. AID 1046. 220,000 tested, 0.26% active. alpha-thrombin, Boc-VPR-AMC fluorogenic substrate cleavage. inhibition, % at 5 µM;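 active = inhibition at or above 40%; inactive = inhibition below 40%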;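 note: 0% = enzyme with no compound and 100% = wells without enzyme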
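System: Human alpha-thrombin protein | Medium: pH 7.5 Tris (50 mM) with NaCl 150 mM, Tween 20 0.05% | Times: Enzyme reaction carried out at room temperature | Detection: AMC fluorescence, 355/460 nm | Evaluation: Percent inhibition scaled between no-compound controls and no-enzyme blanks | Benchmarks: Enzyme without compound as high, wells lacking enzyme as low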
Cl transport mod – KCC2 (human) Cl- transport modulation; Q9H2X9; KCC2 cells, thallium flux FluoZin-2 fluorescence; B-score of Tl+ flux slope (higher = more flux/activation; lower = inhibition) at 10 µM; 190,000 tested, 2.2% active;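 active = thallium flux slope and its plate-corrected score both differing from the plate sample mean at a set confidence after two filtering rounds, in either direction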;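 note: slope of fluorescence scaled to starting intensity during 10 to 20 s after thallium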
* = called active by the depositor; nt = no result given; [ ] = another dose, or the depositor's remark. Compounds as they come; any-hit rate near 4.4%.

No.	Compound	KLK5 inh	PERK inhibitor	FXIa inh 1536	Wee1 degr inh	Furin inhibitor	p97 ATPase inh	FXIIa inh 1536	Thrombin inh	Cl transport mod
1	CN1c2ccccc2C(C)(C)C12CC(c1cccc(S(=O)(=O)N3CCCC3)c1)=NO2 (stereo unspecified)	-5	0.7	9	-2	-17	-2	14	-1	0.047
2	Cc1nn(C)c(Cl)c1CN1CCN(C2CCCC2)C(CCO)C1 (stereo unspecified)	-2	0.1	-3	2	-20	6	3	-9	0.43
3	Cc1csc(SCC(=O)NC(=O)NC(C)C)n1	-8	0.7	-10	2	-7	-2	1	-19	1.8
4	Cc1[nH]c(=S)c(C#N)c(C)c1CCC#N	-2	1.2	-2	-2	-18	0	6	-4	-0.033
5	COc1cc(NS(=O)(=O)c2ccc(N/C=C\C(=O)c3ccc(C)cc3)cc2)nc(OC)n1	nt	-0.1	nt	6	-29[20 µM]	-3	nt	nt	-0.36
6	COc1ccc2cc(C(=O)NCCO)sc(=O)c2c1OC	-18	0.2	19	-1	-6[20 µM]	5	20	-2	0.37
7	O=C(Nc1ccccc1)OC1C2CCC1C(N1CCCCC1)CC2 (stereo unspecified)	-5	-1.1	7	0	-17	3	17	5	-0.22
8	CCOC(=O)CSc1ccc(S(=O)(=O)N(CC)CC)cc1[N+](=O)[O-]	nt	2.2	0	2	-15	-2	8	0	-1.1
9	O=C1OC(c2ccccc2)C2(CCCC2)C(=O)C12CCCC2 (stereo unspecified)	6	-0.2	2	-3	-15[20 µM]	4	-2	-2	nt
10	O=C(N=Nc1c(O)[nH]c2ccc([N+](=O)[O-])cc12)c1ccccc1[N+](=O)[O-]	3	-1.1	4	-2	-9	3	8	1	-0.2
11	CCOC(=O)c1oc2ccc(Br)cc2c1NC(=O)CN1CCN(C)CC1	33	-1.1	-2	-2	-22	-5	8	7	nt
12	Cc1nn(Cc2ccccc2)c(C)c1C(=O)NCCN1C(=O)S/C(=C\c2ccc(F)cc2)C1=O	-14	1.4	3	1	-1	3	9	-6	-0.25
13	CCCCSc1nc(C)cc(NC(=S)Nc2ccc(OC)cc2)n1	-7	0.3	-2	-1	-15[20 µM]	-3	11	-3	0.63
14	COC(=O)c1cc(Cc2ccc(N)c(C(=O)OC)c2)ccc1N	-49	0.2	0	2	-24	2	0	-2	0.61
15	COc1ccc(N2CCN(Cc3nc(N)nc(Nc4ccccc4OC)n3)CC2)cc1	-12	-1.2	4	0	2	-5	12	-7	-0.58
16	COc1ccc(CCNC(=O)CSc2ncnc3c2oc2ccccc23)cc1OC	-8	-0.9	2	-1	-18	2	12	-1	0.44
17	CN1CCN(CCC(=O)N/N=C/C=C2\N(C)c3ccccc3C2(C)C)CC1	1	0.1	-2	0	-6	-1	nt	-5	1.6
18	O=C(CSc1nnc(CNc2ccc(F)cc2)n1Cc1ccco1)NC1CC1	1	0.9	-4	0	1	-2	6	-6	nt
19	CC(=O)NC1CC2CCCC(C1)N2CC(=O)NCc1ccc(F)cc1 (stereo unspecified)	-3	0.1	-5	3	-14[20 µM]	-6	12	0	nt
20	COc1ccc(S(=O)(=O)Cc2ccc(C(=O)NC(C)C)o2)cc1	-1	1.2	2	0	-17	5	13	3	0.69
21	CC(C)C[C@H](NC(=O)c1nc[nH]c1C(=O)NC(c1ccccc1)c1ccccc1)C(=O)OC(C)(C)C	2	-0.2	3	1	-21	-3	12	1	0.04
22	Cc1nnc(NC(=O)CSc2nnc(Cc3cccn3C)n2C)s1	-6	1.1	3	1	-24	4	9	-3	1.3
23	CCOC(=O)c1cnn2c1[nH]c(=O)c1ccccc12	-15	0.3	-8	3	-14	6	-8	-1	nt
24	COc1ccc(CC(=O)N(CC2CCCO2)c2nc3ccccc3s2)cc1 (stereo unspecified)	-8	0.9	5	4	-8	3	6	-3	-0.62
25	Cc1c(NC(=O)CN2CCN(c3ccc(F)cc3)CC2)c(=O)n(-c2ccccc2)n1C	-10	0.0	-5	0	-22	1	2	-4	0.36
26	Cc1onc(-c2ccccc2)c1C(=O)N(Cc1ccccn1)Cc1ccccn1	-2	-1.5	4	0	-9	5	8	-2	-0.0014
27	CCc1ccc(NC(=O)CSCc2ccc(C(=O)O)cc2)cc1	nt	0.9	0	-1	-25	7	3	-7	0.4
28	Cc1ccccc1C(=O)NNC(=O)/C=C/c1ccccc1	-4	2.0	-3	-1	-6	4	8	7	-1.3
29	O=C(CSc1nnc(Cc2cc(=O)[nH]c(=O)[nH]2)n1-c1ccc(Cl)cc1)NC1CCCC1	-3	2.1	2	0	-13	3	10	-1	0.75
30	CCC1=C(OC(=O)N(CC)CC)N2C(=O)OC(=NCc3ccccc3)[C@]2(C)[C@H]2C1=CC[C@H]1C(=O)NC(=O)[C@H]12	1	nt	1	nt	-22	nt	8	0	-0.2
31	Cc1cc(C)c2ccc(Cl)cc2n1	-7	1.5	3	-2	-15	-4	6	-9	1
32	CC(=O)c1cccc(NC2c3ccccc3C(=O)N2Cc2ccco2)c1 (stereo unspecified)	1	-1.6	0	0	-22	-3	10	1	-0.22
33	CCOc1ccccc1/C=N/NC(=O)CNC(=O)c1cccs1	26	-1.0	6	0	4	-5	nt	14	0.065
34	Nc1c(-c2cccs2)cnn1-c1nc(-c2ccc(Cl)cc2Cl)cs1	-4	1.0	-5	3	-26[20 µM]	4	-2	-7	nt
35	COc1ccc(CCn2cnc3c([nH]c4ccccc43)c2=O)cc1	3	0.3	-1	1	-28	-2	11	0	-1.2
36	Cc1ccc2c(c1)N(C(=O)CCC(=O)N1CCc3ccccc3C1)CCO2	-4	-0.8	-8	-1	-10	-3	3	-4	nt
37	CCOc1cccc(CNCCNC(=O)c2nonc2N)c1	3	-0.2	4	-2	-9[20 µM]	-4	3	2	-0.89
38	c1nnnn1C12CC3CC(CC(C3)C1)C2	-2	1.6	-9	3	-13[20 µM]	4	-1	-6	0.32
39	CC(=O)C1=C(O)C(=O)N(C)C1c1ccccc1F (stereo unspecified)	5	1.0	6	1	-9	2	9	2	0.044
40	CCc1ccccc1NC(=S)N1CCNC(=O)C1CC(=O)OC (stereo unspecified)	2	0.3	-2	-2	-40	1	nt	-1	0.28
41	Cc1ccc(N2CCN(c3ccc(NCc4nc5ccccc5n4C)cc3)CC2)cc1	-20	-0.2	7	-2	-16	7	14	-3	0.36
42	COc1ccc(/C=N/Nc2nc(Nc3ccccc3)nc(N3CCCCC3)n2)cc1OC	0	-0.5	6	0	-12[20 µM]	1	13	-6	-2.8
43	Cc1ccc(S(=O)(=O)CCC(=O)OCC(=O)c2c(C)[nH]c3ccccc23)cc1	-4	0.5	7	1	-23	20*	12	-6	-1.3
44	COc1ccc(S(=O)(=O)NC(CC(=O)NCCc2ccc(OC)c(OC)c2)C(C)C)cc1 (stereo unspecified)	-2	-1.2	-1	-1	-23	-3	12	-1	-0.73
45	Cc1nc2sc(C(=O)c3ccccc3)c(N)c2c(C)c1C	3	-0.1	-1	6	-27	0	5	-7	0.32
46	O=C1c2ccccc2C(=O)N1CCc1nc(-c2ccc(Cl)cc2)no1	-9	0.4	0	0	-7[20 µM]	0	16	0	nt
47	CC(C)N(Cc1ccccc1)C(=S)Nc1ccc(OC(F)F)cc1	-12	1.2	20	1	-17	1	22	-6	-0.0053
48	COc1ccc(Cc2nnc3c4cnn(C)c4ncn23)cc1	11	0.2	1	3	-18[20 µM]	0	-2	-6	-0.23
49	O=C(CCc1ccccc1)Nc1ccccc1C(=O)N1CCOCC1	nt	-0.2	-5	4	-19	-4	0	-7	-0.41
50	O=C(CCN1C(=O)C2C3C=CC(C3)C2C1=O)Oc1ccc2ccccc2c1 (stereo unspecified)	nt	1.6	-1	0	-13	-1	10	-4	-0.074
51	CCN(CC)S(=O)(=O)c1ccc2c(c1)c(=O)c(C(=O)NCCN(C)CCc1ccccc1)cn2C	3	-1.0	0	0	-21	-2	13	-1	0.46
52	Cc1ccc(S(=O)(=O)N2CCN=C2SCc2ccccc2)cc1	-3	0.2	-6	2	-12	-4	6	-7	-2.1
53	CCCNC(=S)N1CCN(c2nc(C)nc3sc4c(c23)CCCC4)CC1	-15	-0.4	-5	-1	-6	-5	7	-12	-0.71
54	O=C(COc1ccc(Br)cc1CNCCc1ccccc1)NCc1ccccc1	-18	0.2	-5	0	-14	1	22	4	0.038
55	COc1ccc(CN(Cc2ccccn2)S(=O)(=O)c2ccc(-n3cnnn3)cc2)cc1	0	-0.4	2	7	-22	3	2	-8	0.36
56	Cc1ccc(C(=O)NCCc2ccncc2)cc1	-10	0.9	22	3	-4[20 µM]	2	23	2	nt
57	Cc1ccc(-c2nc3ncccn3c2Nc2ccc3c(c2)OCO3)o1	-19	-0.2	9	5	23[20 µM]	-1	10	5	nt
58	CC(C)N(Cc1nccn1C)C(=O)CCc1nnc(CCCc2ccccc2)o1	-6	0.4	-5	0	-14	5	0	-21	-0.17
59	CCN(CCCNC(=O)C1c2ccccc2C(=O)N(CCOC)C1c1ccc(F)cc1)Cc1ccccc1 (stereo unspecified)	-4	0.3	-6	-2	-15	-2	2	-5	nt
60	CS(=O)(=O)N1CCN(c2ccccc2NC(=O)c2ccc(-c3ccc(Br)cc3)o2)CC1	-26	0.3	-17	3	-5[20 µM]	1	3	1	1.4

Limited to Cl transport mod, for two of the compounds above:
no.	mol	Cl transport mod
39	CC(=O)C1=C(O)C(=O)N(C)C1c1ccccc1F (stereo unspecified)	0.044
42	COc1ccc(/C=N/Nc2nc(Nc3ccccc3)nc(N3CCCCC3)n2)cc1OC	-2.8

Next part
No.	Compound	KLK5 inh	PERK inhibitor	FXIa inh 1536	Wee1 degr inh	Furin inhibitor	p97 ATPase inh	FXIIa inh 1536	Thrombin inh	Cl transport mod
61	COc1ccc(OC)c(C(=O)c2coc3ccc(OCC(=O)O)cc23)c1	0	0.4	1	0	-16[20 µM]	2	11	0	nt
62	Oc1csc(Cc2nc(-c3ccc(Br)cc3)cs2)n1	-10	0.9	-8	7	7	2	1	0	-0.61
63	O=C(COc1ccc(Cl)cc1[N+](=O)[O-])N1CCCCCC1	-9	-0.2	-4	-3	-13	2	0	-10	-1.8
64	N=C(N)SCc1cn2ccccc2n1	-2	-0.4	-5	8.8*	-6	-2	-2	-2	1.3
65	Fc1ccc2nc(Nc3nc4cc5c(cc4s3)OCO5)sc2c1	-84	-0.2	3	4	-14	-1	4	-8	1.8
66	O=C(Nc1cccnc1)c1cc2cc(Br)ccc2oc1=O	-19	1.8	-5	-1	-18	1	-5	5	0.77
67	CC1=NOC2(C1)/C(=N/O)CCC/C2=N\O (stereo unspecified)	2	0.7	-4	-1	-7	7	5	0	nt
68	CC(C(=O)Nc1ncccn1)(c1ccccc1)c1ccccc1	-20	2.1	-5	1	-28	2	-5	0	0.1
69	CCn1c2ccccc2c2cc(NC(=O)C(C)Oc3ccccc3)ccc21 (stereo unspecified)	-16	-0.8	5	2	-18[20 µM]	-1	12	1	0.056
70	O=C(O)CCCC(=O)N1CCN(c2ncccn2)CC1	2	2.6	4	2	-18	7	6	-1	0.32
71	O=C(COc1ccccc1)NNc1c2ccccc2nc2ccccc12	-7	0.4	5	-3	-11	6	17	-2	-3.3
72	CCC(CC)c1nnc(NC(=O)C2COc3ccccc3O2)s1 (stereo unspecified)	-13	1.0	-3	2	-22[20 µM]	-1	-1	4	0.59

Compound activity from PubChem.
